ALOX12 inh – Primary qHTS assay for inhibitors of human arachidonate 12S-lipoxygenase (ALOX12): Round 2; Potency, µM (highest dose often 108 µM), inactives show top-dose activity change, negative = inhibition, usual class: inhibitors; 1.1% of 580,000 active; Polyunsaturated fatty acid lipoxygenase ALOX12 (Homo sapiens), P18054; purified 12hLO, xylenol orange hydroperoxide absorbance; active means well fitted inhibition curve with a large enough effect; inconclusive means small, poorly fitted or top-dose-only effect, or another doubt; inactive means no such curve, though single readings can be large or run the other way
Target sequence (P18054 whole entry, looked up): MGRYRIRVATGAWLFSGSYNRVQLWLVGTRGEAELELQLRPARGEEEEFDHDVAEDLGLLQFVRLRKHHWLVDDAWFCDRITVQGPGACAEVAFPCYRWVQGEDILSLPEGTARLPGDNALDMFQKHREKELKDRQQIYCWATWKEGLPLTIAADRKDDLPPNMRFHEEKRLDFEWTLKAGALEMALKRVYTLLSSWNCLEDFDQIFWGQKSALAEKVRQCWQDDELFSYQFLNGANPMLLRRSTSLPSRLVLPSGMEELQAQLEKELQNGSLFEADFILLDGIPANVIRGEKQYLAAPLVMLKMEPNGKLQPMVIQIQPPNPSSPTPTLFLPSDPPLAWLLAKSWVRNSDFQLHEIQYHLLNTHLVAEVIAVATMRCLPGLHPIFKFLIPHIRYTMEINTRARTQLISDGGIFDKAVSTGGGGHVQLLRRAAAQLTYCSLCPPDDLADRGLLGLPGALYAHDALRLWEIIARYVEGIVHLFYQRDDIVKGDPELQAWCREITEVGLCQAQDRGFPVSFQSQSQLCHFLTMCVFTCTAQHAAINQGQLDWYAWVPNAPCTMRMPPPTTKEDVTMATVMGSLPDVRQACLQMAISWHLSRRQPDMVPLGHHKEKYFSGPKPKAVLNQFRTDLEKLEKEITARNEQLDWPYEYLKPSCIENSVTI
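Purified human 12hLO (150 nM final) in 25 mM Hepes, 0.01% Triton X-100, pH 7.0 was preincubated 15 min at room temperature with compound. Then 40 uM arachidonic acid was added, 30 min. Hydroperoxide was read by Fe-XO absorbance ratio 573/405 nm.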
* marks the source's active call; other numbers are inactive results; ? = inconclusive; [ ] = dose if it differs, or a comment. On the % scale 0 is the no-effect control and ±100 the full control effect; potency means the concentration at half of the fitted maximal effect. The list is partial, so the mix of outcomes need not match the whole.

ALOX12 inh	molecule
14%	Cc1ccsc1C(=O)N1CC(Oc2ccc(-c3nc(-c4ccccc4)no3)cc2)C1
11%	CCC(=O)N1CCc2c(C(=O)N3CCN(c4ccccc4Cl)CC3)cccc21
36%[activator]	CN(C)c1cc(N2CCCC(NC(=O)c3ccncc3)C2)ncn1 (configuration not stated)
-13%[6.33 µM]	Cc1ccc(C(=O)N2CCn3c(nnc3C3CCNCC3)C2)cc1
0%	CCOC(=O)c1ccc(NC(=O)c2c(OCC)cc(=O)n3c2CCCC3)cc1
-3%[176 µM]	CC#CCn1cc2c3c(cccc31)[C@H](CC(C)C)N[C@H](C(=O)NCc1ccco1)C2
31%	Cc1nonc1Cc1nc(C2CCOCC2)nn1CC1COCCO1 (configuration not stated)
-9%[176 µM]	COc1ccc(-c2cc(C(=O)NCc3cc(C)on3)c3c(c2)N(C)CCO3)cc1OC
55%[activator]	Cc1noc(C)c1[S+](=O)([O-])N1CCC2(CC1)CC(=O)Nc1ccccc1O2
5%[176 µM]	COc1ccc(-c2cn(C)c(=O)n3cc(COc4ccccc4)nc23)cn1
-19%[176 µM]	O=C(Cc1ccc(Cl)cc1)N[C@H]1[C@H](O)[C@H](O)C[C@@H]1c1ccc(C(F)(F)F)cc1
2%	COCCNC(=O)[C@H]1C[C@H](Oc2ccccc2)CN1C(=O)c1n[nH]c2ccccc12
-27%	COc1ccccc1CN1CCCc2nc(C)nc(-c3ccc(O)cc3)c2C1
-1%	CCn1nccc1C(=O)N1CCC(N2C(=O)C(OCC3CC3)C23CCOCC3)CC1 (configuration not stated)
-18%	COc1ccc(C2CC(=O)C(c3cc(OC)c(OC)c(OC)c3)=CN2Cc2ccccc2)cc1 (configuration not stated)
-2%	CCCNC(=O)CC1Sc2ncccc2N(CC)C1=O (configuration not stated)
74%[activator]	CC(C(=O)N1CCc2onc(-c3ccc(F)c(F)c3)c2C1)n1ccnc1 (configuration not stated)
40%[activator]	Cc1cnc(C(=O)N2CCCCCCNC(=O)[C@@H]3C[C@@H](C(=O)N4CCc5ccccc5C4)C[C@@H]32)cn1
29%[176 µM]	COCCNC(=O)C1CN(c2ccccc2)C(=O)N1 (configuration not stated)
5%	CC1=NS(=O)(=O)N(Cc2ccccc2)C=C1C(=O)OCc1noc(-c2cccc(F)c2)n1
72%[activator]	Cc1nonc1OCCNC(=O)C1CCC(=O)N(CCN2CCOCC2)C1 (configuration not stated)
?	O=C([C@@H]1[C@@H](CO)[C@@H]2Cn3c(cccc3=O)[C@H]1N2Cc1cccc(Cl)c1)N1CCOCC1
?	O=C1N(CCc2ccccc2)c2ccccc2C12CCN(CC1CC1)C2 (configuration not stated)
?	Oc1ccc(-c2nc(C3CC3)nc3c2CCN(Cc2cccc(F)c2)CC3)cc1
19%	O=C(NCc1ccccc1F)C1CCN(C(=O)c2ncn3c2COC(c2ccccc2)C3)CC1 (configuration not stated)
0%	O=C([C@@H]1C[C@H](F)CN1S(=O)(=O)Cc1ccccc1Cl)N1CCCCC1
56%[activator]	COCC1CN(C(=O)c2cc(Cl)ccc2OC)CC12CCNCC2 (configuration not stated)
-14%	CS(=O)(=O)N(Cc1cccnc1)C1CN(C(=O)c2ccc3ccccc3n2)C1
-4%	O=C1CCN(S(=O)(=O)c2ccccc2)CCCN(Cc2ccc3[nH]ccc3c2)CCN1
25%	COc1cccc(Cc2nc(C3CC(=O)N(Cc4ccccc4OC)C3)no2)c1 (configuration not stated)
-1%[176 µM]	N#Cc1ccc(CN2CCC23Cc2ccccc2NC3=O)cc1 (configuration not stated)
-4%[176 µM]	CN1Cc2ccc(C(=O)Nc3ccc4cn[nH]c4c3)cc2OCC1=O
62%[activator]	Cn1ncc2c(N)nc(NC3CC(c4cc(=O)[nH]c(C5CC5)n4)C3)nc21 (configuration not stated)
18%	O=C(c1ccc(N2CCCC2)nc1)N1CCC(N2CCOCC2)CC1
?	CC[C@H]1CN(C(=O)c2ccnc(Cl)c2)CC[C@H]1CC(=O)O
4%	COc1cccc(CN2C[C@@H](CO)[C@H](NC(=O)c3ccccc3)C2)c1
-11%[6.33 µM]	CC(=O)NCC(=O)N1Cc2ccccc2CC2(CCN(CC3CCOCC3)C2)C1 (configuration not stated)
0%[6.33 µM]	O=C1NCc2ccccc2CC12CCCCN2Cc1cccc(O)c1 (configuration not stated)
-1%	COc1ccc2c(c1)-c1nc(-n3ncc(C(=O)NCc4cccc(C)n4)c3C3CC3)ncc1CC2
28%	CCn1cc(S(=O)(=O)N2CC[C@H](c3nc(C)no3)[C@H](NC(=O)C3CC3)C2)cn1
20%	COCC(=O)N(C1CCOCC1)C1CCN(C(=O)Cc2ccc(Cl)cc2)CC1
52%[activator]	COc1cccc(CCC(=O)N2CCC(Oc3ncccc3C(=O)N3CCCCC3)C2)c1 (configuration not stated)
-4%	O=C(C(=O)N1CCN(C(=O)c2cccs2)CC1)c1cccc(C(F)(F)F)c1
0%[6.33 µM]	N#Cc1ccc(CN2CCn3c(nnc3-c3cccnc3)C2)cc1
21%	O=C1[C@H]2CN(Cc3ccccc3Cl)C[C@H]2C(=O)N1CCN1CCc2ccccc2C1
14%	CCN(CC)c1cc(CCC(=O)N(C)Cc2ccccc2)ccn1
48%[activator]	O=C1[C@@H]2C[C@@H](CN2C(=O)c2cncnc2)Oc2ccccc2N1Cc1ccc(OC(F)(F)F)cc1
?	Cc1ccc(NS(=O)(=O)c2ccccc2)c(=O)n1CC(=O)N1CCCCC1
68%[activator][176 µM]	COCc1cccc(-c2ccc3ncn(-c4ccc(F)cc4F)c(=O)c3n2)c1
10%[6.33 µM]	COc1cccc([S+](=O)([O-])N2CCn3c(nn(-c4ccc(C(F)(F)F)cc4)c3=O)C2)c1

Copied from above for reference:
ALOX12 inh	molecule
56%[activator]	COCC1CN(C(=O)c2cc(Cl)ccc2OC)CC12CCNCC2 (configuration not stated)
-14%	CS(=O)(=O)N(Cc1cccnc1)C1CN(C(=O)c2ccc3ccccc3n2)C1
-4%	O=C1CCN(S(=O)(=O)c2ccccc2)CCCN(Cc2ccc3[nH]ccc3c2)CCN1
25%	COc1cccc(Cc2nc(C3CC(=O)N(Cc4ccccc4OC)C3)no2)c1 (configuration not stated)
-1%[176 µM]	N#Cc1ccc(CN2CCC23Cc2ccccc2NC3=O)cc1 (configuration not stated)
-4%[176 µM]	CN1Cc2ccc(C(=O)Nc3ccc4cn[nH]c4c3)cc2OCC1=O
62%[activator]	Cn1ncc2c(N)nc(NC3CC(c4cc(=O)[nH]c(C5CC5)n4)C3)nc21 (configuration not stated)
18%	O=C(c1ccc(N2CCCC2)nc1)N1CCC(N2CCOCC2)CC1
?	CC[C@H]1CN(C(=O)c2ccnc(Cl)c2)CC[C@H]1CC(=O)O
4%	COc1cccc(CN2C[C@@H](CO)[C@H](NC(=O)c3ccccc3)C2)c1
-11%[6.33 µM]	CC(=O)NCC(=O)N1Cc2ccccc2CC2(CCN(CC3CCOCC3)C2)C1 (configuration not stated)
0%[6.33 µM]	O=C1NCc2ccccc2CC12CCCCN2Cc1cccc(O)c1 (configuration not stated)
-1%	COc1ccc2c(c1)-c1nc(-n3ncc(C(=O)NCc4cccc(C)n4)c3C3CC3)ncc1CC2
28%	CCn1cc(S(=O)(=O)N2CC[C@H](c3nc(C)no3)[C@H](NC(=O)C3CC3)C2)cn1
20%	COCC(=O)N(C1CCOCC1)C1CCN(C(=O)Cc2ccc(Cl)cc2)CC1
52%[activator]	COc1cccc(CCC(=O)N2CCC(Oc3ncccc3C(=O)N3CCCCC3)C2)c1 (configuration not stated)
-4%	O=C(C(=O)N1CCN(C(=O)c2cccs2)CC1)c1cccc(C(F)(F)F)c1
0%[6.33 µM]	N#Cc1ccc(CN2CCn3c(nnc3-c3cccnc3)C2)cc1

New compounds follow:
ALOX12 inh	molecule
-1%[176 µM]	COc1cccc(-c2nc(-c3c(C)noc3C)cc3[nH]c(C)cc23)c1OC
?	COc1ccc(-c2cnc3c(NC=O)cc(-c4ccc(N(C)C)cc4)cn23)cc1OC
53%[activator]	N#Cc1ccc(S(=O)(=O)N2CCCCCNC(=O)[C@@H]3CCCC[C@@H]32)cc1
9%[176 µM]	COc1ccc(-c2nc(C(C)C)nc3c2CCN(C(C)=O)CC3)cc1
-8%[176 µM]	Cc1noc2c(NC3CCC(O)CC3)cc(-c3cccnc3)nc12 (configuration not stated)
-6%	Cc1ccc(NC(=O)COc2ccc(-c3nnc4n3CCCC4)cc2)cc1C
11%	COc1ccc(-n2nc(C3CCN(CCC(C)C)CC3)[nH]c2=O)cc1
28%	CCN(CC)c1ncccc1CNC(=O)Nc1cccc(OC)c1
6%	Cc1noc(-c2ccc3c(c2)OCO3)c1C(=O)NCCSCc1ccco1
?	O=C(Nc1ccccc1)N1CC(=O)N2[C@@H](CO)[C@H](c3ccc(Br)cc3)[C@@H]2C1
?	C=CCNc1cccc2c1S(=O)(=O)N[C@H](Cc1ccccc1)CO2
3%[176 µM]	COc1ccccc1-c1nc(C(=O)NC(C)C)n2ccncc12
1%	CCS(=O)(=O)NCc1c(C)ncc2c1CCN(C(=O)c1csc(-c3cccs3)n1)C2
21%[176 µM]	Cc1ccc(-c2noc([C@@H]3Cc4nc[nH]c4CN3C(=O)Nc3cccc(F)c3)n2)cc1
27%	Cc1nc(N2CCN(C(=O)C(C)Oc3ccccc3)CC2)cc(C(F)(F)F)n1 (configuration not stated)
18%	COCC(=O)N[C@@H]1CN(Cc2cc(F)c(F)c(F)c2)C[C@H]1CO
0%	O=C(c1cccs1)N1CCCN(C(=O)C2CC2)c2ccccc21
47%[activator]	Cc1ncsc1CN1CCCCC1c1nc(CCOc2ccc(F)cc2)no1 (configuration not stated)
32%[activator]	Cc1ccc(C(=O)NC2CCN(c3ccc(F)cc3)C2=O)c(C)c1 (configuration not stated)
14%	Cc1cccc(C(=O)N2C[C@@H](F)C[C@H]2C(=O)N2CCc3ccccc3C2)c1
?	CCc1nc(-c2c3n(c(=O)n(CC(=O)NCc4ccc(F)cc4)c2=O)CCCC3)no1
9%[176 µM]	Cc1ccccc1CN1CCN2C(=O)N(C3CCCCC3)C[C@H]2C1
10%	C=CCNC(=O)CN1CC2CC(C1)[C@H]1CCCC(=O)N1C2 (some centres not stated)
?	CC(C)=CC(=O)N1CC[C@H](NC(=O)NC(C)C)[C@H]1C(=O)N[C@H](Cc1c[nH]c2ccccc12)C(N)=O
18%[176 µM]	CC(=O)c1ccc(NC(=O)O[C@@H]2CO[C@H]3[C@@H]2OC[C@@H]3NC(=O)NC2CCCCC2)cc1
8%	CCOC(=O)N1CCC(NCc2cccnc2Oc2ccccc2C)CC1
7%	COc1ccc(NC(=O)Nc2ccc(C)n(CC(=O)N3CCCC(C)C3)c2=O)cc1 (configuration not stated)
-21%[176 µM]	Cn1cc(CN2C[C@H](C(=O)Nc3ccn(C)n3)C[C@@H]2c2cccc(C(F)(F)F)c2)cn1
40%[activator]	COc1ccc(CCC(=O)N2CCC3(CC2)CC(C(=O)N2CCOCC2)N(C)C3)cc1 (configuration not stated)
7%	CC(C)C(=O)N1CCC2(CC1)CC(N(Cc1ccc(F)cc1)C1CC1)CCO2 (configuration not stated)
5%	COCCN1CCCCCC(O)c2cc(C(=O)NCCCN3CCCC3=O)ccc21 (configuration not stated)
?	O=C(NCCc1ccccc1)O[C@H]1CC[C@@]23CCCN2C(=O)CCC[C@H]3[C@H]1Cc1ccccc1
22%	CCCCN1C(=O)c2ccccc2C(C(=O)NC(C)C)C12CCCCC2 (configuration not stated)
5%	CN1C(=O)CS(=O)C12CCN(C(=O)CCCc1ccccc1)CC2 (configuration not stated)
-8%[176 µM]	NC(=O)[C@@H]1C[C@@H](O)[C@H](O)[C@@H]2NC(=S)N(CC3CCCCC3)[C@@H]21
35%	CC(C)CC(=O)N1CCC2(C1)C(=O)N(C)c1ccccc12 (configuration not stated)
27%	Cc1cn2nnc(C(=O)N3CCC(C(=O)Nc4cccc(C(C)C)c4)CC3)c2c(=O)[nH]1
15%	Cc1nc(C2CCCN(C(=O)C3(C(N)=O)CC3)C2)cc(N2CCCC2)n1 (configuration not stated)
19%	C=CCN(Cc1ccccc1)C(C#CC(=C)C)Cc1ccccc1 (configuration not stated)
3%[176 µM]	CC1(C)[C@H](Cc2cc(CN3CCOCC3)on2)C[C@@H]1NC(=O)c1ccnc(Cl)c1
-2%	CCc1ccc(C(=O)N2CCC(n3cnnc3-c3ccccc3)CC2)cc1
7.9µM*	O=C(CN1C(=O)NC(c2ccc(Cl)cc2)C2=C1COC2=O)Nc1ccc(F)c(Cl)c1 (configuration not stated)
22%	CC(=O)c1ccc(NC(=O)N[C@H]2CO[C@H]3[C@@H]2OC[C@@H]3Nc2nccc(-c3cccs3)n2)cc1
67%[activator]	O=C(c1ccc(C(F)(F)F)s1)N1CCCN(c2nnc3ccccn23)CC1
9%	CCn1c(-c2ccccc2F)nc2cc(NC(C)=O)cc(C(=O)N(C)Cc3c(C)nc4ccccn34)c21
2%	Cc1cccc(CC(=O)N(C)CC2CCOCC2)c1
-1%	O=C(N[C@@H]1CCOC[C@H]1Oc1cccc(F)c1)c1ccc(-n2ccnc2)cc1
43%[activator]	CNC(=O)[C@@H]1C[C@@H](O)CN1C1CCN(C(=O)c2ccccc2)CC1
11%	CCC(C(=O)NCc1nnc2ccc(-c3ccc(OC)cc3)nn12)c1ccccc1 (configuration not stated)
2%	COc1ccc(OCc2nc(C3CN(C(=O)Cc4ccccc4F)C3)no2)cc1
25%	Cc1cccc(C(=O)N2CC(N(Cc3cccnc3)S(C)(=O)=O)C2)c1
